Compound activity deposited in PubChem BioAssay by several laboratories.
Hck-Nef inh – blocks Nef-activated human Hck kinase; P08631; Recombinant Hck-YEEI plus Nef, Z-Lyte FRET kinase assay; inhibition, % at 20 µM; 220,000 tested, 0.68% active;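 active = Hck-Nef kinase inhibition above about 50%, limit read from the data; inactive = inhibition below that limit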;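 also: 0% = DMSO with Hck plus Nef and 100% = Hck alone without Nef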
Runt-CBFb FRET – Runt domain-CBFb interaction inhibition; Q01196+Q13951; Cerulean-Runt/Venus-CBFb FRET ratio 530/480, 1 h; inhibition, % at 20 µM; 220,000 tested, 0.46% active; AID 1496;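 active = inhibition over about 50% at 20 µM in the single-dose screen, limit read from the data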;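 also: 0% = DMSO wells and 100% = excess unlabeled CBFb competitor control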
Target sequence (Q01196 whole entry, looked up, the tested form may be a part): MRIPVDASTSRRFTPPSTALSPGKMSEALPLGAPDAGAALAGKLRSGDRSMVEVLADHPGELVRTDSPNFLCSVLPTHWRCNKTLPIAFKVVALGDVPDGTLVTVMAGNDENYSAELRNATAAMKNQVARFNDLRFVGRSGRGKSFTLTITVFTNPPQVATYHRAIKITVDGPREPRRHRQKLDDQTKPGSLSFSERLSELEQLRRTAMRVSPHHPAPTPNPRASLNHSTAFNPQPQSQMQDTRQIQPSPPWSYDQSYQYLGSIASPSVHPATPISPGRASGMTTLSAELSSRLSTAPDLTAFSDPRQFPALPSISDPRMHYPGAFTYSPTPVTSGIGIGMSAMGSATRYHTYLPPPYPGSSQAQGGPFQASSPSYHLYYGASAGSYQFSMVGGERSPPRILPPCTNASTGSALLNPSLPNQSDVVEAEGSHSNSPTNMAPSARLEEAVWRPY
Target sequence (Q13951 whole entry, looked up, the tested form may be a part): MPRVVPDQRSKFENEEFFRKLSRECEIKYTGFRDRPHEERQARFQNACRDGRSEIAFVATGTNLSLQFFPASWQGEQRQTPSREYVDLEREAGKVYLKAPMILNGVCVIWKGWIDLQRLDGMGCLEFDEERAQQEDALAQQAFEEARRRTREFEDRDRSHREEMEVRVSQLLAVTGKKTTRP
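Doses: 20 µM compound in 1% DMSO | Material: Cerulean-labeled Runt domain protein | Amount: Each fluorescent fusion protein 100 nM | Schedule: Two 1 h room-temperature incubations shielded from light | Measured by: FRET fluorescence | Evaluation: Loss of energy transfer signal | Controls: Unlabeled CBFb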
L929 necroptosis – L929 zVAD cell death inhibition | 220,000 tested, 0.38% active | viability rescue, % at 10 µM | L929 zVAD necroptosis rescue, ATP luminescence, 24 h; with zVAD 60 µM;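 active = activation, scaled between plate controls, above about 75%, limit read from the data; inactive = activation under that limit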;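 also: 0% = zVAD with DMSO and 100% = DMSO alone without zVAD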
EP2 antag – EP2 receptor (human) inhibition; P43116; C6 glioma cells expressing human EP2, cAMP TR-FRET; cells stimulated with saturating PGE2; inhibition, % at 25 µM; 260,000 tested, 0.52% active;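 active = percent inhibition above 40 after rounding to a whole number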;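 also: rat C6 glioma host cells with rolipram phosphodiesterase inhibitor present; the protocol text gives 20 µM as final concentration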
Runt-SMMHC FRET – blocks binding of human RUNX1 Runt domain to CBFb-SMMHC; AID 1434; inhibition, % at 20 µM; Cerulean-Runt/Venus-CBFb-SMMHC FRET ratio 530/480, 1 h; 220,000 tested, 0.74% active;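 active = mean inhibition across duplicate retests at 20 µM reaching about 50%, limit read from the data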;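 also: 0% = DMSO wells and 100% = wells with excess untagged CBFb-SMMHC; inhibitors lower the FRET ratio by blocking Runt binding to CBFb-SMMHC; some results filed as inactive read as strong as hits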
PERK inhibitor – human PERK inhibition, primary cell-based screen. Q9NZJ5. CHO PERK-DD fusion, SEAP luminescence translation reporter. inhibition, % at 5.6 µM. 220,000 tested, 0.17% active;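 active = inhibition above the mean inhibition of all tested compounds plus 3 SD, set separately per screening campaign, cut at about 2.9% in these data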;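 also: PERK kinase domain activated by AP20187 dimerizer at 100 nM; 0% = DMSO with dimerizer and 100% = rapamycin at 8.4 µM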
TNF death inh – blocks TNF-alpha induced death of Jurkat FADD-/- cells | activation (protection from cell death), % at 10 µM | 220,000 tested, 0.068% active | Jurkat FADD-/- TNF necroptosis rescue, ATP luminescence, 24 h; 0 = TNF only, 100 = no-TNF cells | AID 463075;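 active = activation, meaning protection from cell death, of at least 50% relative to plate controls; inactive = activation below 50%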;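 also: necroptosis triggered by 40 ng/mL TNF-alpha added together with compound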
RBBP9 inh – human RBBP9 hydrolase inhibition. O75884. recombinant RBBP9, FP-Rh probe fluorescence polarization. 220,000 tested, 0.2% active. inhibition, % at 7.94 µM;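 active = inhibition above the campaign mean of all tested compounds plus 3 SD, cut at about 14% in these data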;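 also: plate controls were DMSO wells with RBBP9 for no effect and wells lacking RBBP9 protein for full effect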
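System: RBBP9 protein | Quantity: 2.5 µM RBBP9 dispensing solution, before mixing | Reagent: FP-Rh probe, 375 nM dispensing solution | Timing: Enzyme-compound preincubation 30 min, then probe labeling 45 min, 25 °C | Measured by: Fluorescence polarization | Read-out: % inhibition | Replication: One well per compound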
EP2 modulator – EP2 receptor (human) modulation. EP2-expressing cells, cAMP HTRF FRET, PGE2 co-stimulation. induction, % at 25 µM. 260,000 tested, 0.83% active. AID 940;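 active = compounds whose cAMP rise, as percent of the full-agonist control response, exceeds 60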;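 also: rat C6 glioma line stably carrying human EP2 under a CMV promoter; the protocol text gives 20 µM as final concentration; 100% = response of wells given 1 µM PGE2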
An asterisk follows results filed as active; . = no result given. The list is partial. The share of hits here may be higher or lower than overall.

SMILES	Hck-Nef inh	Runt-CBFb FRET	L929 necroptosis	EP2 antag	Runt-SMMHC FRET	PERK inhibitor	TNF death inh	RBBP9 inh	EP2 modulator
O=C(NC(=S)Nc1ccc2[nH]c(=O)[nH]c2c1)c1cncc(Br)c1	24	10	1.1	10	2	0.5	0.5	4	-53
CCOC(=O)C(Oc1ccc2c(-c3ccccc3)cc(=O)oc2c1C)c1ccccc1 (stereo not drawn)	0	1	0.0	8	0	1.1	-4.0	-6	30
COc1cc(CNCCN2CCOCC2)ccc1OCC(=O)NC(C)(C)C	6	2	0.8	11	0	0.3	-0.2	-4	6
COc1ccc(N2C3=C(CC4=C2CCCC4=O)C(=O)CCC3)cc1	21	14	-0.1	19	.	0.2	-3.7	-2	13
O=C(CCn1c(=O)c2ccccc2n(Cc2cc(=O)n3ccccc3n2)c1=O)NCc1ccco1	-9	-1	.	6	4	-0.3	1.0	-6	18
CCC(=O)Nc1cc(ON=C(C)C)cc([N+](=O)[O-])c1	-1	1	0.1	6	4	0.2	-1.1	-6	-7
C=CCNc1oc(Cc2cccc3ccccc23)nc1C#N	3	2	-0.2	5	-3	-0.2	-2.5	-12	6
COC(=O)CCC(=O)OC1(C)C(=O)C=C2C=C(C3CC3)N(CC3CC3)C=C2C1=O (stereo not drawn)	7	6	-0.4	9	6	.	1.0	.	13
Cc1cc2cc(CCNC(=O)c3cccc([N+](=O)[O-])c3)c(=O)[nH]c2cc1C	-8	0	0.4	3	4	-0.3	-0.4	-12	17
COc1ccc(C(=O)C2CCCN(Cc3c(C)[nH]c4ccccc34)C2)c(OC)c1 (stereo not drawn)	3	3	66	7	-57	0.2	0.1	4	-32
C/C(N)=C(/C#N)C(=O)COC(=O)CSc1ccccc1	-1	-2	0.3	5	-1	-0.3	-12	-4	4
Cc1csc(SCCN2C(=O)c3ccccc3C2=O)n1	0	0	-0.1	15	2	0.5	-1.0	6	18
CNc1ncc(C(=O)c2ccc(-c3ccccc3)cc2)s1	-4	2	31	4	-2	-0.3	-6.5	1	6
Cc1nc([N+](=O)[O-])c(Br)n1CC(=O)c1ccc2ccccc2c1	-1	3	-0.8	8	1	-0.4	-10	-2	-1
O=C(NN=C1CCN(Cc2ccccc2)CC1)C(O)c1ccccc1 (stereo not drawn)	1	0	0.3	6	-1	0.3	1.1	0	2

6 entries from above, bar-delimited.
mol | Hck-Nef inh | Runt-CBFb FRET | L929 necroptosis | EP2 antag | Runt-SMMHC FRET | PERK inhibitor | TNF death inh | RBBP9 inh | EP2 modulator
O=C(NN=C1CCN(Cc2ccccc2)CC1)C(O)c1ccccc1 (stereo not drawn) | 1 | 0 | 0.3 | 6 | -1 | 0.3 | 1.1 | 0 | 2
CCC(=O)Nc1cc(ON=C(C)C)cc([N+](=O)[O-])c1 | -1 | 1 | 0.1 | 6 | 4 | 0.2 | -1.1 | -6 | -7
O=C(CCn1c(=O)c2ccccc2n(Cc2cc(=O)n3ccccc3n2)c1=O)NCc1ccco1 | -9 | -1 | . | 6 | 4 | -0.3 | 1.0 | -6 | 18
COc1ccc(N2C3=C(CC4=C2CCCC4=O)C(=O)CCC3)cc1 | 21 | 14 | -0.1 | 19 | . | 0.2 | -3.7 | -2 | 13
C=CCNc1oc(Cc2cccc3ccccc23)nc1C#N | 3 | 2 | -0.2 | 5 | -3 | -0.2 | -2.5 | -12 | 6
Cc1cc2cc(CCNC(=O)c3cccc([N+](=O)[O-])c3)c(=O)[nH]c2cc1C | -8 | 0 | 0.4 | 3 | 4 | -0.3 | -0.4 | -12 | 17

Individual results from above:
Value for O=C(NN=C1CCN(Cc2ccccc2)CC1)C(O)c1ccccc1 (stereo not drawn) under EP2 antag: 6
Value for O=C(NC(=S)Nc1ccc2[nH]c(=O)[nH]c2c1)c1cncc(Br)c1 under RBBP9 inh: 4

More entries.
SMILES	Hck-Nef inh	Runt-CBFb FRET	L929 necroptosis	EP2 antag	Runt-SMMHC FRET	PERK inhibitor	TNF death inh	RBBP9 inh	EP2 modulator
CCOC(=O)COc1cccc2c(=O)n(CC(N)=O)ccc12	10	-1	1.3	5	-4	1.6	3.5	-7	23
CCC1CCCCN1CCCNC(=O)CCCNC(=O)Cn1cnc2sc3c(c2c1=O)CCCC3 (stereo not drawn)	4	1	-0.4	7	-2	1.7	-0.3	-8	13
CCCCCC(=O)Nc1cccc(C2=NOC3(C2)C[C@@H](C(N)=O)N(C(=O)c2cc([N+](=O)[O-])cc([N+](=O)[O-])c2)C3)c1 (stereo partly drawn)	30	-7	0.4	10	1	.	0.0	.	11
O=c1[nH]nc(SCc2ccccc2)n1C1CC2C=CC1C2 (stereo not drawn)	7	-1	0.6	6	-1	0.6	-0.1	-7	-23
COc1cc(OC)c2cc(C(=O)N/N=C/c3cccc(OC)c3O)[nH]c2c1	-105	2	6.0	35	-6	-0.1	-18	16*	-64
Cn1cnnc1SCC(=O)N/N=C/c1ccc(OCC(N)=O)cc1	20	-3	0.6	2	0	0.8	1.4	-6	34
c1c2c(cc3sc(N4CCOCC4)nc13)OCCO2	2	0	0.3	6	0	-0.3	-5.5	0	8
CCCCN(C)CCNC(=O)Cn1ncc2c(=O)oc3ccc(C)cc3c21	0	3	-0.6	10	1	-0.1	0.9	-5	17
CCC1CCCCN1C(=O)CSc1nc2c(c(=O)n(C)c(=O)n2C)n1C (stereo not drawn)	14	3	-0.3	12	-3	0.3	1.4	-5	3
CC(=O)c1ccc(NC(=O)c2ccc(COc3ccccc3[N+](=O)[O-])o2)cc1	1	1	0.3	7	-1	-0.7	0.2	-9	-44
CCN(CC)CCSc1nnc2c3ccccc3n(Cc3ccccc3)c2n1	17	2	-0.6	3	3	0.5	-6.4	-1	18
